Compound activity as filed in PubChem.
Vif inh: HIV Vif self-association inhibitors, primary screen, imaging, HEK293T, single point | hit rate 0.35% among 340,000 | HEK293T cells, Vif self-association by quenched fluorescence, 24 h | inhibition, % at 7.49 µM; in the data active means inhibition above about 50%, passing the limit was not always enough; inconclusive means no clear call, values can overlap the other calls; inactive means below about 31%; further: some results filed as inactive read as strong as hits
PDI inh: inhibitors of human PDI, primary screen, biochemical, turbidity, single point, plate reader; PDI insulin aggregation turbidity, A650, 90 min; inhibition, % at 10 µM; AID 588391, 2011; hit rate 0.052% among 350,000;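 active means mean inhibition across replicates of 30% or more, whatever share of single replicates reach that level; inconclusive means mean inhibition below 30% while every single replicate reaches 30%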;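 further: absorbance from insulin aggregation driven by PDI reduction with DTT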
ABCB6 inh 2: ABCB6 transporter inhibitors, primary screen, K562-ABCB6 cells, flow cytometry, MLPCN library; AID 602162, 2011; K562-ABCB6 porphyrin accumulation, 1 h; active compounds read low; ATP-binding cassette sub-family B member 6 (Homo sapiens), Q9NP58; hit rate 0.19% among 360,000; fluorescence ratio to DMSO, % at 10 µM;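 active means fluorescence ratio to DMSO below 75%, the collection mean minus 3 SD; inconclusive means too few cells collected in the well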;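 further: signal is porphyrin accumulated inside mitochondria; 100% equals median channel fluorescence of DMSO control wells; lower ratio means ABCB6 inhibition with less porphyrin fluorescence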
Target sequence (Q9NP58 whole entry, looked up): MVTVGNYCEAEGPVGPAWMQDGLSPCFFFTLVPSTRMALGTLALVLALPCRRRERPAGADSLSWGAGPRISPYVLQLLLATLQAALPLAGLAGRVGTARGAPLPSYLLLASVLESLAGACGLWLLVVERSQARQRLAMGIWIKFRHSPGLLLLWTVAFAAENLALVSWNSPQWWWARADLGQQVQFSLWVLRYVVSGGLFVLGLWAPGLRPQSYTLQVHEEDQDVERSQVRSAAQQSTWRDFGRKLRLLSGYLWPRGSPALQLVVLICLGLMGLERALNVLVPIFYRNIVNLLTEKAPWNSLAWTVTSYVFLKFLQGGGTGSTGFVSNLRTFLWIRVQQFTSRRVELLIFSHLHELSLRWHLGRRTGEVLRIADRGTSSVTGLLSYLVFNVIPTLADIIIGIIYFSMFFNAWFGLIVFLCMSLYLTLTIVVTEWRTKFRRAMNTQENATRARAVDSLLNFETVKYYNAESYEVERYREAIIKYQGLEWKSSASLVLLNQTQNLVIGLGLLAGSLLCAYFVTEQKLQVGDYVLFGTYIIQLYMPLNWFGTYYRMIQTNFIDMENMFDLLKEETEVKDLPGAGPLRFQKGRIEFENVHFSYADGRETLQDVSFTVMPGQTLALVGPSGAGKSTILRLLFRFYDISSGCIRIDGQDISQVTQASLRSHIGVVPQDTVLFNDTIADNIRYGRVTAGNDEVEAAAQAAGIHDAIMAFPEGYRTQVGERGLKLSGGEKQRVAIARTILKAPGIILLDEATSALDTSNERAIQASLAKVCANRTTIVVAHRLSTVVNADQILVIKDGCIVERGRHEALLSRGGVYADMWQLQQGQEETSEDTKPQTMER
CaV13 FRET inh: Disruptors of the CACNA1D IQ motif to Ca2+-dependent inactivation inhibitor domain association, primary screening, Förster resonance energy transfer in intact living …; HEK cells, CFP/YFP FRET ICDI-IQ, plate reader, 10 min; percent FRET-ratio fall versus neutral wells; inhibition, % at 12.3 µM; hit rate 0.098% among 340,000; AID 743397;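 active means mean replicate inhibition of at least 30% and at least 1% of replicates passing that level; inconclusive means only one of the two criteria is met; inactive means neither criterion is met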;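 further: 0% = median of the neutral control wells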
aDG glyco up: activators of alpha-DG glycosylation, primary screen, uHTS, Pro5-aDG cells, AlphaScreen; alpha-DG glycosylation AlphaScreen (IIH6); 0% Pro5, 100% B10-LARGE cell signal; activation, % at 10 µM; hit rate 0.22% among 360,000; AID 624168, 2012;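 active means activation of at least 8% versus controls, or a plate z-score of at least 8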;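 further: Pro5 are CHO cells carrying HIG-tagged alpha-DG that lacks glycosylation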
Exocytosis inh: LAMP-1 surface exposure blockers, TALL-104 cells – cell-based, flow cytometry, MLPCN library, primary screen; AID 651702, 2012; hit rate 0.66% among 360,000; TALL-104 LAMP-1 surface exposure; cells stimulated with thapsigargin and PMA; inhibition, % at 10 µM;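 active means inhibition above about 55%, limit read from the data; inconclusive means no clear call, values can overlap the other calls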
hiPSC survival: enhancers of single-cell hiPSC survival, primary screen, ATPlite luminescence; 100% = ROCK inhibitor wells, 0% = DMSO; survival enhancement, % at 20 µM; hit rate 0.044% among 360,000; AID 602274, 2012; in the data active means survival enhancement above about 18%;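 further: cells exposed to compounds for 16 hours before the ATP read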
Cardio protect: cardioprotection against H2O2-induced cell death, primary screen, uHTS, H9c2 cells, ATPLite luminescence | H9c2 cardiomyocytes, H2O2 injury protection, 2 h | protection from H2O2 cell death, % at 20 µM | hit rate 0.63% among 360,000 | AID 588492, 2011;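 active means compounds giving at least 50% protection of heart cells from peroxide-induced death in the single-dose screen, raw or plate-pattern-corrected value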;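 further: 0% = DMSO wells with peroxide and 100% = DMSO wells without peroxide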
N-glyco inh: increase of ERlucT glycosylation luciferase signal, primary screen, N-linked glycosylation inhibitor project, D54 ERlucT cells, luminescence, set 2; D54 ERlucT glycosylation luciferase reporter, 24 h; percent of 100 nM tunicamycin response; reporter increase, % at 12.5 µM; hit rate 0.23% among 360,000;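 active means mean luciferase reporter signal, scaled so untreated is 0 and the glycosylation-blocking control 100, at or above a set limit in every replicate; inconclusive means mean reaches the limit but not every replicate does; inactive means mean below the limit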;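 further: luciferase carries N-glycosylation sites so blocking glycosylation raises the light; 0% = median of neutral control wells and 100% = median of 100 nM tunicamycin wells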
m5-HT2A agonist: mouse Htr2a agonists via beta-arrestin recruitment, primary screen, cell-based, luminescence | CHO-K1 mHTR2A beta-arrestin complementation; percent of 30 µM serotonin response | AID 624169, 2012 | hit rate 0.66% among 360,000 | 5-hydroxytryptamine receptor 2A (Mus musculus), P35363 | activation, % at 7.6 µM;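 active means activation above a run cutoff, the mean activation of all tested compounds plus 3 SD, cut at about 14% in these data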;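 further: 0% = plate median of compound wells and 100% = 30 µM serotonin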
Numbers without * were called inactive; ? = inconclusive; · = no result given.

entry	SMILES	aDG glyco up	Exocytosis inh	Cardio protect	PDI inh	CaV13 FRET inh	m5-HT2A agonist	ABCB6 inh 2	hiPSC survival	N-glyco inh	Vif inh
1	CCNC(=O)Oc1ccc[nH]c1=O	0.2	-9	3	-1	-3	2	95	-0.7	5	16
2	COc1ccc(Cl)cc1NC(=O)CN(C)C(=O)CCCNC(=O)c1ccc(Cl)cc1	0.1	0	10	11	-4	2	93	-0.9	3	38
3	c1ccc(Cn2c(CNc3nc4ccccc4n3CCN3CCCCC3)nc3ccccc32)cc1	-0.1	13	-22	3	-5	-8	108	-2.7	6	3
4	O=C(CCNC(=O)c1ccc(Cl)cc1)NCC(c1ccco1)N1CCCCC1 (centres undefined)	0.2	-2	-1	-6	-6	3	100	0.4	0	1
5	COc1c(/C=C2\SC(=Nc3ccccc3Cl)NC2=O)cccc1[N+](=O)[O-]	0.0	2	1	3	-4	1	95	0.2	4	?
6	COc1cccc(OC)c1C(=O)NC(=S)N1CCN(c2ccc(C(F)(F)F)cc2[N+](=O)[O-])CC1	-0.1	-4	-4	-7	-7	-5	97	9.2	0	10
7	C[C@H](NC(=O)c1nc[nH]c1C(=O)NCc1ccccc1)C(=O)OCc1ccccc1	0.1	-1	6	3	30	4	98	2.4	4	1
8	COC(=O)C1=C(CS(=O)(=O)c2ccccc2)NC(=O)NC1c1ccc(O)cc1 (centres undefined)	-0.1	-1	-6	-9	-2	3	98	-0.5	1	13
9	CN1CCN(c2ccccc2NC(=O)c2cccc([N+](=O)[O-])c2)CC1	0.3	0	-1	0	-5	3	100	-0.5	0	-3
10	Cc1nc2ccc(Cl)cc2c(-c2ccccc2Cl)c1CC(=O)O	0.1	-3	-2	-5	-10	11	101	3.4	-1	3
11	COc1ccc(C2C(C(=O)OC3CCCCC3)=C(C)Nc3nnnn32)c(OC)c1OC (centres undefined)	-0.1	-3	-3	-4	-6	-4	101	1.6	0	7
12	COc1ccccc1N=c1oc2cc(O)ccc2cc1C(=O)NCC1CCCO1 (centres undefined)	-0.6	0	5	6	17	0	102	-1.1	-1	-1
13	CCN(C(=O)CN(C)Cc1cccc(Cl)c1Cl)c1c(N)n(Cc2ccccc2)c(=O)[nH]c1=O	0.0	-3	-2	-9	-3	0	103	-0.4	0	-5
14	O=C(NN1CC(C(=O)OCc2ccccc2F)CC1=O)c1ccccc1 (centres undefined)	-0.3	2	1	?	-5	5	108	0.6	2	-5
15	COc1cc(/C=C2\SC(=O)N(CCNC(=O)c3c(C)noc3C)C2=O)cc(OC)c1OC	0.4	-2	2	10	-6	21*	91	-1.1	3	-16
16	Cc1ccc(S(=O)(=O)N2CCN(c3ccccc3)CC2)s1	-0.1	1	-4	-11	-2	-6	95	-0.2	0	-1
17	CN1N=C(C(=O)N2CCCC(C(=O)c3cccc(C(F)(F)F)c3)C2)CCC1=O (centres undefined)	0.1	2	-4	20	-5	-3	104	-1.0	1	-1
18	C/C(=N\N=C1/SC(CC(=O)O)C(=O)N1c1ccccc1)c1ccc(C)cc1 (centres undefined)	0.1	9	-4	-2	-3	1	101	-0.5	1	·
19	COc1ccc2cc(CO)c(Cl)nc2c1	-0.2	4	-3	-17	8	2	100	-0.6	3	-32
20	Cc1c(/C=C(\C#N)c2nn(-c3ccccc3)c(N)c2C#N)c2ccccc2n1Cc1ccc(F)cc1	0.1	3	-15	-19	-5	-2	110	-2.2	-1	·
21	CCC(C)C(NC(=O)c1ccccc1NC(=O)c1ccc(OC)cc1)C(=O)NCCCn1ccnc1 (centres undefined)	0.2	17	-5	-1	-2	6	96	0.2	2	0
22	Cc1cccc(NC(=O)c2cc(S(=O)(=O)N3CCOCC3)cn2C)c1C	0.1	-1	8	·	-8	1	94	0.2	0	-3
23	O=C(c1ccccc1)c1ccc2nc(Nc3ccccc3)c3nncn3c2c1	-0.1	5	1	1	5	4	100	-0.3	3	6
24	CCn1cnc2cc([N+](=O)[O-])ccc21	0.6	-2	2	-1	-4	3	98	-0.6	4	-7
25	Cc1ccc(OCCn2cc(/C(N)=N/O)c3ccccc32)cc1C	0.0	5	-9	5	-5	0	93	0.1	4	-1
26	CCCCCn1c(=O)[nH]c2cc(C(=O)NCCN(CC)CC)ccc2c1=O	0.5	1	9	5	-4	0	103	-3.4	-8	4
27	CCc1ccc(NC(=O)Cc2c(C(=O)O)n(C)c3ccccc23)cc1	-0.2	7	0	-6	6	0	94	0.1	0	-17
28	CC1CC(C)(C)N(C(=O)CN2C(=O)c3ccccc3C2=O)c2ccccc21 (centres undefined)	-0.3	2	1	8	·	0	98	3.6	-6	-3
29	CC(OC(=O)C1CC(=O)N(Cc2ccccc2)C1)C(=O)Nc1cccc(C#N)c1 (centres undefined)	0.0	-3	-2	2	-4	-10	95	-0.1	1	·
30	COc1cccc(CN(C)C(=O)CNC(=O)c2ccc(-c3ccccc3)cc2)c1OC	0.5	-8	-3	2	-4	-8	89	0.2	-3	-49

Five compounds already listed, sorted by heavy-atom count, rising:
entry	SMILES	aDG glyco up	Exocytosis inh	Cardio protect	PDI inh	CaV13 FRET inh	m5-HT2A agonist	ABCB6 inh 2	hiPSC survival	N-glyco inh	Vif inh
16	Cc1ccc(S(=O)(=O)N2CCN(c3ccccc3)CC2)s1	-0.1	1	-4	-11	-2	-6	95	-0.2	0	-1
27	CCc1ccc(NC(=O)Cc2c(C(=O)O)n(C)c3ccccc23)cc1	-0.2	7	0	-6	6	0	94	0.1	0	-17
26	CCCCCn1c(=O)[nH]c2cc(C(=O)NCCN(CC)CC)ccc2c1=O	0.5	1	9	5	-4	0	103	-3.4	-8	4
17	CN1N=C(C(=O)N2CCCC(C(=O)c3cccc(C(F)(F)F)c3)C2)CCC1=O (centres undefined)	0.1	2	-4	20	-5	-3	104	-1.0	1	-1
20	Cc1c(/C=C(\C#N)c2nn(-c3ccccc3)c(N)c2C#N)c2ccccc2n1Cc1ccc(F)cc1	0.1	3	-15	-19	-5	-2	110	-2.2	-1	·

(next part)
entry	SMILES	aDG glyco up	Exocytosis inh	Cardio protect	PDI inh	CaV13 FRET inh	m5-HT2A agonist	ABCB6 inh 2	hiPSC survival	N-glyco inh	Vif inh
31	CN1CCN(CCCNCc2cn(CCC#N)c3ccccc23)CC1	0.2	4	-3	0	-4	2	99	0.9	-1	-2
32	CC1CN(Cc2ccccc2)C(=O)N(c2ccccc2)C1=O (centres undefined)	-0.2	2	2	-2	-6	7	104	4.8	0	1
33	O=C(O)CCN1C(=O)c2ccc(NC(=O)c3cccs3)cc2C1=O	-0.1	-2	-1	-2	-20	1	99	2.8	1	13
34	Cc1ccc(C)c(N2CCN(C(=O)c3cc4c(C)nc5ccccc5c4o3)CC2)c1	2.0	2	-3	-2	-7	0	96	0.0	1	-6
35	CCc1cc(-c2nc(N)ncc2-c2csc(C)n2)c(O)cc1OC	0.3	3	2	15	-17	-2	98	-0.7	0	-2
36	O=C(C1=NOC2(C1)C(=O)Nc1ccccc12)N1CCCCC1 (centres undefined)	0.1	-3	·	·	-7	-2	96	-0.4	·	·
37	C=CCS(=O)(=O)c1nc2ccccc2s1	-0.1	19	-13	?	-1	4	96	0.0	-8	17
38	O=C(O)c1cc(-c2ccc(N3CCOCC3)cc2)nn1-c1ccc(F)cc1	0.3	-1	-4	5	-15	-1	98	-2.6	0	21
39	O=C(CSc1nnc(CNC(=O)c2ccc(F)cc2)o1)NCc1ccccc1	-0.2	-4	2	-4	-5	2	100	-0.4	1	-10
40	CC(C)Cn1c(N)c(C(=O)COC(=O)CCc2nc3ccccc3s2)c(=O)n(C)c1=O	1.6	-4	-16	4	4	7	91	-0.4	3	1
41	O=C(N1CCN(Cc2ccc3c(c2)OCO3)CC1)C(Cl)(Cl)Cl	0.0	4	-2	-3	-4	-4	96	-0.1	-1	-25
42	CN(N=Nc1ccc([N+](=O)[O-])cc1)c1ccccc1	-0.6	1	-5	1	-5	0	99	-0.2	-2	-1
43	CCOC(=O)[C@@H]1[C@H]2COc3ccc(Br)cc3[C@H]2N2C(=O)N(c3ccc(Br)cc3)C(=O)[C@]12C	0.2	-2	-3	0	-9	6	96	0.2	-5	·
44	O=Cc1cn(-c2ccccc2)nc1-c1ccccn1	0.0	-10	-2	5	-4	8	91	-0.4	2	17
45	Cc1ccc2nc(NC(=O)CSc3nncc(=O)n3N)sc2c1	0.0	-3	-10	-17	-3	1	97	0.9	-2	10
46	CCCCCNC(=O)C(c1ccccc1F)n1c(=O)c(-c2ccco2)nc2ccccc21 (centres undefined)	-0.3	-4	·	·	-5	-4	·	·	·	·
47	O=C(CSc1ccc2nnc(-c3cccnc3)n2n1)NCC1CCCO1 (centres undefined)	-0.1	1	7	8	-5	-1	95	1.2	1	10
48	Cc1cc(C)c(NC(=S)N(CCc2ccncc2)C(C)C)c(C)c1	0.1	-1	-3	-4	-2	-2	102	-0.8	1	14
49	COCCCn1cc(CN2CC(N3CCN(C)CC3)CS2(=O)=O)nn1 (centres undefined)	0.2	0	·	·	-7	4	97	0.1	·	·
50	CN(Cc1ccccc1)C1CCN(Cc2ccccc2[N+](=O)[O-])CC1	0.0	12	4	-1	-19	-4	102	-0.4	-5	-11
51	O=C(NCc1cccnc1)c1csc([C@@H]2C[C@H](O)[C@@H](CO)O2)n1	-0.2	0	4	12	-5	-4	101	0.1	4	5
52	CCN(CC1CCCN(CCc2cccc(F)c2)C1)C(=O)c1ccoc1C (centres undefined)	-0.3	-12	6	-13	-5	-4	101	-1.0	-1	2
53	CN(CC(=O)Nc1cccnc1)S(=O)(=O)c1cc(Cl)ccc1Cl	-0.1	0	-2	6	-7	2	94	-1.7	1	-6
54	CCCCNC(=S)N/N=C/c1cccc(OCC)c1O	0.3	-3	10	3	-15	1	93	-0.6	-1	3

Compound profiles, from the list above.
Listed for CCCCCNC(=O)C(c1ccccc1F)n1c(=O)c(-c2ccco2)nc2ccccc21 (centres undefined) : aDG glyco up = -0.3; Exocytosis inh = -4; Cardio protect = ·; PDI inh = ·; CaV13 FRET inh = -5; m5-HT2A agonist = -4; ABCB6 inh 2 = ·; hiPSC survival = ·; N-glyco inh = ·; Vif inh = ·
Listed for O=C(C1=NOC2(C1)C(=O)Nc1ccccc12)N1CCCCC1 (centres undefined) : aDG glyco up = 0.1; Exocytosis inh = -3; Cardio protect = ·; PDI inh = ·; CaV13 FRET inh = -7; m5-HT2A agonist = -2; ABCB6 inh 2 = 96; hiPSC survival = -0.4; N-glyco inh = ·; Vif inh = ·
